PHOSPHO1 block = PubChem AID 1565; inhibition, % at 13.3 µM; 290,000 compounds, 1.1% hits; recombinant PHOSPHO1, absorbance phosphatase assay; in the data active means inhibition above about 60%
GalR3 antagonist = GalR3 antagonists in HEK293 cells, primary screen, cell-based, fluorescence readout. 360,000 compounds, 0.44% hits. inhibition, % at 3 µM. HEK293 GalR3-CNG cAMP membrane potential fluorescence; galR3 body fused to GalR1 C-terminus. Galanin receptor type 3 (Homo sapiens), O60755. AID 651719, 2012;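 active means inhibition above the screen-wide average plus 3 SD, cut at about 13% in these data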;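 further: forskolin and galanin both at EC90 stimulate the cells; cAMP rise reported by CNG channel membrane potential dye signal; 0% = forskolin plus galanin with DMSO and 100% = forskolin alone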
Target sequence (O60755 1-299 limits assumed): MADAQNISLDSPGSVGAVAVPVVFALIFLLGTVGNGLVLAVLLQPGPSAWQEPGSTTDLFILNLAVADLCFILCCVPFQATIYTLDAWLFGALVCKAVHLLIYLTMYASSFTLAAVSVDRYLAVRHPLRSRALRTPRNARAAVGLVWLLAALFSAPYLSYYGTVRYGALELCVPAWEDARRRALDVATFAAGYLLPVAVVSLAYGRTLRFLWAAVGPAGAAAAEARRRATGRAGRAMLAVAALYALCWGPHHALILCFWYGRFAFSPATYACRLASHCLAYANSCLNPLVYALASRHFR
GPR7 antagonist = GPR7 receptor antagonists, primary screen, cell-based, fluorescence, single concentration | inhibition, % at 4.4 µM | 290,000 compounds, 1.1% hits | GPR7-expressing cells, fluorescence antagonist assay | Neuropeptides B/W receptor type 1 (Homo sapiens), P48145; in the data active means inhibition above about 16%, passing the limit was not always enough;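 further: cells stimulated with the agonist NPW; 0% = agonist with vehicle and 100% = vehicle without agonist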
Target sequence (P48145 whole entry, looked up): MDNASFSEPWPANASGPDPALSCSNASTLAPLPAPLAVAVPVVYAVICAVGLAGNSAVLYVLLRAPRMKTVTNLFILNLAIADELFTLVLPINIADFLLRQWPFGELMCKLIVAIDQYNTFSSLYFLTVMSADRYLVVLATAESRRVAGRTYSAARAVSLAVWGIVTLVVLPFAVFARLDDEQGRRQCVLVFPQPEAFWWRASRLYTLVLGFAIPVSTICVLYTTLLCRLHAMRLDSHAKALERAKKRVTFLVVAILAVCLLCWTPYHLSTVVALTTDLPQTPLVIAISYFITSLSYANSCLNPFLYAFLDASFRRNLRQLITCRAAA
DNA FID counter = compounds displacing fluorescent DNA intercalator, primary screen, artefact control for HCV NS3 helicase inhibitor project, biochemical, FID fluorescence. DNA fluorescent intercalator displacement. inhibition, % at 7.9 µM. 290,000 compounds, 0.17% hits; in the data active means inhibition above about 37%;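 further: 0% = vehicle and 100% = reference compound; higher means more ethidium bromide displaced from hairpin DNA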
VIM-2 inhibitor = VIM-2 metallo-beta-lactamase inhibitors, primary screen, biochemical, epi-absorbance readout, Pseudomonas aeruginosa enzyme; purified VIM-2, nitrocefin hydrolysis, epi-absorbance fluorescence; inhibition, % at 5.6 µM; 290,000 compounds, 0.89% hits;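 active means inhibition above the mean of all tested compounds plus 3 SD, cutoff set per screening run, cut at about 7.5% in these data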;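 further: red hydrolysis product quenches plate fluorescence so inhibitors raise well fluorescence; 0% = enzyme with DMSO and 100% = DMSO without enzyme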
V1R ag counter = agonists of human V1a receptor, primary screen, counter-screen for OXTR agonist project, fluorescence, CHO-V1R cells; Vasopressin V1a receptor (Homo sapiens), P37288; Fluo-8 calcium fluorescence, agonist mode; 0% DMSO, 100% 3 nM vasopressin; activation, % at 3 µM; 320,000 compounds, 0.25% hits; AID 2797, 2010;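 active means activation above the mean activation of all tested compounds plus 3 SD, per screening run, cut at about 20% in these data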;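 further: signal is peak over basal fluorescence ratio across a 100 second FLIPR read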
IMP-1 inh = IMP-1 metallo-beta-lactamase inhibitors, primary screen, biochemical, epi-absorbance readout, Pseudomonas aeruginosa enzyme | purified IMP-1, nitrocefin hydrolysis, epi-absorbance fluorescence | inhibition, % at 5.6 µM | 290,000 compounds, 0.45% hits;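 active means inhibition above the mean plus 3 SD of all compounds in the same screening run, cut at about 4.5% in these data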;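 further: 0% = IMP-1 with DMSO and 100% = DMSO wells lacking enzyme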
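Assay system: purified IMP-1; Quantity: IMP-1 0.2 nM before substrate addition; Medium: HEPES buffer pH 7.1 with ZnSO4 and Brij 35; Incubation: 15 min enzyme–compound preincubation, then 25 min nitrocefin reaction, 25 °C; Signal: fluorescence quenching readout, ex 480/em 530 nm; Controls: DMSO with and without IMP-1; Repeats: singlicate testing.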
OXTR ag = human OXTR agonists, primary screen, fluorescence, CHO-OTR cells, Fluo-8 calcium | Fluo-8 calcium fluorescence; normalized: DMSO 0%, oxytocin 100% | activation, % at 3 µM | 320,000 compounds, 0.32% hits | AID 2435, 2010;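 active means activation above the mean of all tested compounds plus 3 SD, cutoff set per screening run, cut at about 20% in these data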;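 further: peak over basal fluorescence ratio from a 100 s FLIPR kinetic read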
Target sequence (P30559 whole entry, looked up): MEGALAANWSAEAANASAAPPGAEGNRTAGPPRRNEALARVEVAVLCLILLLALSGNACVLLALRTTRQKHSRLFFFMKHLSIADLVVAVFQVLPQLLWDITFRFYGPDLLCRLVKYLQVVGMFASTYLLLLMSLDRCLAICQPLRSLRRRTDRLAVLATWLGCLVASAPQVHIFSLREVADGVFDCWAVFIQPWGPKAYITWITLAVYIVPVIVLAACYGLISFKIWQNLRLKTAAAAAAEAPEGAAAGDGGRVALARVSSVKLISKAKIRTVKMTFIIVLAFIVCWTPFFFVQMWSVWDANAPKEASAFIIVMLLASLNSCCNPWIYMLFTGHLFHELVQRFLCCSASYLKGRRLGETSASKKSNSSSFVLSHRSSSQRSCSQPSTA
NS3 helicase inh = inhibitors of HCV NS3 helicase, primary screen, biochemical, Cy5 molecular beacon fluorescence | NS3 helicase DNA unwinding | 290,000 compounds, 0.56% hits | Hepatitis C virus NS3 helicase | inhibition, % at 10.9 µM;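 active means inhibition above the mean of all tested compounds plus 3 SD, set per campaign, cut at about 35% in these data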;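 further: 0% = DMSO wells and 100% = thioflavine S control wells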
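Assay system – hepatitis C virus NS3 helicase domain fragment enzyme · Buffer or medium – MOPS pH 6.5, MgCl2, DTT, Tween20, BSA · Reagent – Cy5/quencher beacon DNA duplex and ATP to start · Compound – single 10.9 µM dose · Timing – 1 h at 25 °C · Technique – Cy5 beacon fluorescence read at start and 1 h · Measure – % inhibition of unwinding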
Numbers without * were called inactive; x = not tested or not shown.

SMILES | PHOSPHO1 block | GalR3 antagonist | GPR7 antagonist | DNA FID counter | VIM-2 inhibitor | V1R ag counter | IMP-1 inh | OXTR ag | NS3 helicase inh
CCOc1ccc(S(=O)(=O)NCC2CCCO2)cc1 (stereo not given) | 8 | 0 | -4 | 0 | 0.2 | 0.3 | -2.5 | 0.4 | 9
O=c1ccn(Cc2ccccc2)cc1 | 13 | -4 | x | x | x | -0.8 | x | -0.5 | x
Cc1nc2c(oc3ccc(Cl)cc32)c(=O)[nH]1 | 42 | -4 | 4 | 2 | 2.8 | -0.2 | -0.9 | 0.3 | -4
Cc1ccc(NC(=O)CCS(=O)(=O)c2ccc(Br)cc2)nc1 | -9 | 1 | -4 | -3 | -3.7 | -0.1 | -4.1 | 0.6 | 7
C=CCNc1nnc(SC2CC(=O)N(c3ccc(OC)cc3)C2=O)s1 (stereo not given) | 93* | -4 | 11 | -12 | -2.8 | 0.2 | -2.1 | -1.8 | 7
COC(=O)CC/C(C)=N\Nc1ccc([N+](=O)[O-])cc1[N+](=O)[O-] | 16 | -5 | 4 | 7 | -2.5 | 7.6 | -2.9 | 12 | -8
CC1(C)CC(=O)C2=C(C1)N(Cc1ccco1)C(=O)C2(O)C(F)(F)F (stereo not given) | 18 | -5 | 0 | -9 | -4.1 | 0.8 | -3.2 | 0.1 | 4
Cn1nnc(NC(=S)NC(=O)c2cccc3c(Br)cccc23)n1 | 40 | -8 | -13 | -27 | -6.2 | 3.9 | -3.5 | 0.5 | -1
C=CCn1cc(CN2CCC(C(=O)Nc3cccc(-c4cccc(F)c4)c3)CC2)c(C)n1 | 23 | -6 | 12 | 20 | -0.1 | 5.0 | -1.9 | 2.3 | -73
O=C(Cn1ncc2c(=O)oc3ccccc3c21)NCc1cccnc1 | 5 | -4 | -11 | 2 | -2.9 | -0.2 | -1.4 | 0.7 | 14
O=C(NC1CC2CCCC(C1)N2C(=O)NC1CCCCC1)c1ccccc1 (stereo not given) | 45 | -6 | -11 | 3 | -0.7 | 0.7 | -3.5 | -0.1 | -1
Cc1nn(Cc2ccc([N+](=O)[O-])cc2)c(=O)n1-c1c(F)cccc1F | -18 | -6 | 7 | -6 | 1.4 | 0.9 | 0.1 | 0.9 | 8
O=C(NCC1CCCN(Cc2ccccc2F)C1)c1cccc(C(F)(F)F)c1 (stereo not given) | 44 | -3 | -15 | 23 | -2.3 | -0.2 | -2.6 | 0.0 | 2
Nc1cc(N)nc(SCC(=O)Nc2ccccc2)n1 | 10 | -3 | -18 | 1 | -2.5 | 0.2 | -3.0 | 0.9 | 1
CCN(CC)CCCOC(=O)C1(c2ccccc2)CCCC1 | 12 | 3 | -5 | 5 | -1.9 | 0.9 | 0.9 | 0.4 | -2
Cc1c(Cl)cccc1NC(=S)NCc1cccn1C | 12 | -3 | -2 | -2 | -2.6 | 1.2 | -0.6 | -0.3 | 3
Cc1ccc(-c2cc3cccc[n+]3cc2-c2ccc(C)cc2)cc1 | -7 | -4 | 22* | 9 | -1.6 | -1.2 | -3.1 | 0.1 | -52
O=C(c1cc(F)ccc1F)C1CCCN(C(=O)c2ccco2)C1 (stereo not given) | 39 | -2 | -9 | -5 | 0.0 | 0.0 | -2.8 | -1.3 | -10
Cc1nn(Cc2ccc(C(=O)O)o2)c(C)c1[N+](=O)[O-] | 25 | -1 | -3 | 7 | -2.3 | 0.5 | -0.8 | 0.8 | -3
CCC1CCCCN1C(=O)Cn1c(C(=O)OC)cc2ccsc21 (stereo not given) | 27 | -7 | -6 | -16 | -1.6 | -1.4 | -1.6 | -1.6 | 2
O=C(NCC1CCCO1)c1ccc2c(c1)OCO2 (stereo not given) | 25 | -6 | -10 | -4 | -2.1 | 1.0 | -2.7 | -0.3 | 0
CCCOc1ccc(-c2cnc(SCC(N)=O)nc2N)cc1 | -42 | 0 | -5 | -13 | -0.6 | 0.7 | -1.8 | 0.6 | -7
CS(=O)(=O)Nc1ccc(C(=O)NC2CCCC2)cc1 | 2 | 2 | -15 | -1 | 0.4 | -1.4 | -2.7 | -0.2 | 0
Clc1ccc2c(NCc3cccs3)ncnc2c1 | 23 | -11 | 16 | -4 | -3.2 | 9.1 | -1.8 | 15 | -16
O=C1CC(c2ccccc2F)C2=C(COC2=O)N1 (stereo not given) | -35 | 1 | -14 | 15 | -4.7 | 0.2 | -3.1 | 0.4 | -1

Later entries:
SMILES | PHOSPHO1 block | GalR3 antagonist | GPR7 antagonist | DNA FID counter | VIM-2 inhibitor | V1R ag counter | IMP-1 inh | OXTR ag | NS3 helicase inh
COc1ccc(CNC(=O)[C@H](C)NC(=O)C2CC(=O)N(c3ccc(OC)cc3)C2)cc1 (stereo not given in full) | 30 | -4 | -11 | -21 | -0.2 | 0.8 | 1.2 | 0.9 | 1
CCc1ccc(-c2nn(Cc3ccccc3)cc2/C=C/C(=O)O)cc1 | 17 | -1 | -4 | -38 | -4.1 | 4.4 | -2.0 | 2.0 | 9
Cc1onc(-c2c(F)cccc2Cl)c1C(=O)OCC(=O)NC1CC1 | -18 | -3 | -8 | 0 | -1.0 | 0.3 | -2.8 | -1.3 | -3
Cc1cccc(NC(=O)c2cnn3ccccc23)c1C | 37 | -6 | 5 | -1 | -3.2 | 0.0 | -2.1 | -0.5 | 8
C=CCN=C1CCCc2c1[nH]c1ccc(C)cc21 | 12 | -1 | 1 | 4 | -2.7 | -0.8 | -1.7 | -1.9 | 3
Cc1cccc(C(=O)NC2CCN(C(=O)Nc3ccc(F)cc3)CC2)c1 | 48 | -6 | -1 | -16 | -1.9 | 3.2 | -3.6 | 1.6 | 3
COc1ccccc1/C=C1\SC(=S)N(N2C(=O)CCCC2=O)C1=O | 43 | 0 | -21 | -5 | 0.9 | 2.2 | -2.2 | -1.2 | -6
Cc1ccc(-c2cc(-c3ccccc3O)nc(N/N=C/c3cccnc3)n2)cc1 | 27 | -3 | -1 | -3 | -1.1 | 0.1 | -1.0 | 0.8 | -3
Cc1nn(C(=O)CNC(=O)c2ccccc2)c(C)c1C | -3 | 0 | -9 | -2 | -2.4 | 0.9 | -1.7 | 0.6 | 15
CCNS(=O)(=O)c1cc(S(C)(=O)=O)ccc1Cl | 16 | -4 | 0 | -3 | -3.0 | 1.1 | -0.5 | 2.0 | 4
CCN(CC)C1CC(=O)N(c2cccc(C)c2)C1=O (stereo not given) | -9 | x | -7 | 0 | -2.5 | 2.1 | -1.7 | 0.1 | -3
COc1cccc(NC(=O)CSc2nnc(-c3cc(-c4ccccn4)nc4ccccc34)o2)c1 | 7 | -2 | -11 | -11 | -2.1 | 1.4 | -3.0 | -0.6 | 2
Cc1cc(C)cc(C(=O)NCC(=O)N2CCN(C(c3ccccc3)c3ccccc3)CC2)c1 | 28 | -6 | -27 | -41 | -2.5 | 0.7 | -5.1 | -2.0 | -16
CCC(=O)Nc1nc(CC(=O)Nc2ccccc2)cs1 | 6 | -2 | -13 | 1 | -3.8 | -0.3 | -4.6 | 3.4 | 1
CCSc1nc(NCCN(C)C)c2c3c(sc2n1)COC(C)(CC)C3 (stereo not given) | -13 | -4 | -11 | 14 | 8.5* | 1.8 | -2.9 | 2.5 | -26
CC(C(=O)c1ccccc1)n1cnc2ccccc2c1=O (stereo not given) | -14 | -5 | 9 | -4 | 0.4 | -1.0 | -6.1 | 1.1 | 2
CCCCOc1cccc(C(=O)O)c1 | 6 | 4 | -8 | -6 | -1.1 | 0.1 | -2.8 | 0.9 | 2
CNC(=O)c1oc(-c2ccc(Cl)cc2)nc1C | 29 | -2 | -5 | -5 | -4.4 | 1.1 | -2.9 | -1.0 | 8
CCOC1(NC(=O)c2ccccc2)C(C)=CC(=O)C=C1C | -15 | -3 | 19 | 3 | 1.4 | 0.3 | -1.9 | 2.9 | -6
COc1ccc(/C=C/C(=O)c2c(O)c(OC)c3occc3c2OC)cc1 | 18 | 0 | 7 | -3 | -0.8 | x | -2.6 | x | 5
CC1(c2ccc([N+](=O)[O-])cc2)Nc2ccccc2S1 (stereo not given) | 15 | -10 | -9 | 4 | 1.0 | 1.7 | -1.0 | 4.7 | -1
CCOC(=O)c1ccccc1NC(=O)CN(c1ccc(OCC)cc1)S(C)(=O)=O | 8 | x | -6 | 9 | -2.2 | x | -2.2 | x | -12
O=C(OCc1ccc(Cl)c(Cl)c1)c1cccnc1Cl | 8 | -9 | -14 | -19 | -0.8 | 1.8 | -1.9 | 0.6 | -7
COC(=O)C1=NNC2(c3ccc(Cl)cc3)C(=O)N(c3ccc(Cl)cc3)C(=O)C12 (stereo not given) | 17 | -4 | -17 | -20 | -3.2 | -0.4 | -4.2 | -1.0 | -4
CC(C)NC(C(=O)Nc1cc(Cl)cc(Cl)c1)c1ccccc1 (stereo not given) | 1 | -5 | 2 | -4 | 0.8 | 0.4 | -0.4 | -0.5 | -6

Additional results
SMILES | PHOSPHO1 block | GalR3 antagonist | GPR7 antagonist | DNA FID counter | VIM-2 inhibitor | V1R ag counter | IMP-1 inh | OXTR ag | NS3 helicase inh
Cc1nc2cc(NC(=O)N3CCCC3)ccc2n1C | 16 | -2 | 2 | 6 | -5.5 | 0.7 | -0.6 | 0.0 | -10
COc1ccccc1C(=O)Nc1nnc(CCc2ccccc2)s1 | 30 | -5 | 20 | -30 | 0.8 | 1.2 | -0.9 | -0.2 | -22
Cc1occc1-c1nc(-c2ccccn2)no1 | -25 | -3 | -1 | -1 | -0.5 | -0.9 | -1.0 | -0.9 | -4
N#Cc1nc(Cc2ccccc2)oc1N1CCN(c2ccccc2)CC1 | -9 | -6 | 11 | -23 | -2.2 | -0.7 | -3.3 | -1.9 | -8
CCOC(=O)c1ccc(COC(=O)c2nonc2N)cc1 | 18 | -2 | 15 | -1 | -0.5 | 1.2 | -0.1 | 1.5 | 9
COc1ccc([N+](=O)[O-])cc1N(CC(=O)NCc1ccco1)S(C)(=O)=O | 12 | -5 | -1 | -4 | -1.3 | 0.8 | -1.7 | -1.0 | -2
O=C(N/N=C/c1ccc(Cl)cc1Cl)c1cccc(N2CCCC2=O)c1 | -1 | -8 | -9 | -27 | 0.0 | 2.6 | -1.4 | 1.6 | 12
C=CCNC(=S)N1CCC(C(=O)c2ccc3c(c2)OCCO3)CC1 | 18 | -2 | -6 | -7 | -2.5 | 2.2 | -4.4 | 1.9 | -6

An excerpt from above in order of the GalR3 antagonist value, ascending:
| structure | GalR3 antagonist |
| --- | --- |
| COc1ccc([N+](=O)[O-])cc1N(CC(=O)NCc1ccco1)S(C)(=O)=O | -5 |
| Cc1occc1-c1nc(-c2ccccn2)no1 | -3 |
| C=CCNC(=S)N1CCC(C(=O)c2ccc3c(c2)OCCO3)CC1 | -2 |
